From PubChem
PAX8 reporter: inhibitors of PAX8-driven TPO luciferase reporter, primary screen, RMG-I cells, single concentration; SteadyGlo, 24 h; inhibition, % at 12.6 µM; 1.2% of 360,000 active; AID 652154, 2013;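 active = mean replicate inhibition at least 60% with every replicate also reaching 60%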;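 also: luciferase light reporting Pax8 driven TPO promoter activity; plate controls were median of neutral control wells for no effect and mitoxantrone controls for full effect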
ERp5 block: inhibitors of ERp5-driven insulin aggregation, primary screen, biochemical, turbidity, absorbance 650 nm, single point | 0.05% of 350,000 active | inhibition, % at 9.99 µM | 90 min | AID 651711, 2012;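 active = mean replicate inhibition above about 25%, with every replicate also reaching it, limit read from the data, passing the limit was not always enough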
Target sequence (Q15084 whole entry, looked up): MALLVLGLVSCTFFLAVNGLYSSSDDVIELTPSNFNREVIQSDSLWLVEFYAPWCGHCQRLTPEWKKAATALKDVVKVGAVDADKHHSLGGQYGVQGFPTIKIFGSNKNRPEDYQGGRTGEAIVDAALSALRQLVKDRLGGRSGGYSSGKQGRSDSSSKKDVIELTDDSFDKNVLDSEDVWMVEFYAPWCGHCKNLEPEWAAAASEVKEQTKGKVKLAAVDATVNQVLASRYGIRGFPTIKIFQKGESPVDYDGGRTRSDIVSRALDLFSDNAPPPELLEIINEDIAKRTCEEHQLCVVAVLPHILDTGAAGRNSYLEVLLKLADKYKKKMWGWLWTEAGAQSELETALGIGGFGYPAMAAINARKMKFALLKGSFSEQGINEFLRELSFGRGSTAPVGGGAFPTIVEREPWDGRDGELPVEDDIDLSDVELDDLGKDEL
GSIS activator: GLuc luminescence reporter in INS-1E cells, primary screen for activators of glucose-dependent secretion of insulin. 0.61% of 370,000 active. activation, % at 16.6 µM. INS-1E GLuc reporter insulin secretion, 2-3 h;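 active = lowest replicate activation of at least 40%, so every replicate reaches that level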;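 also: 0% = median of neutral control wells and 100% = median of IBMX positive control wells; some compounds called inactive have numbers as strong as hits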
XiGFP reactiv: activators of inactive X chromosome reactivation, primary screen, imaging, XiGFP fibroblasts, GFP high-content imaging, set 2. XiGFP mouse fibroblasts, % GFP-positive cells imaging, 3 d; cells co-treated with 5-aza-dC sensitizer; scaled so ellipticine positive control = 100%. activation, % at 7.58 µM. 0.055% of 360,000 active;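 active = mean normalized replicate activation at least 10% and every replicate at or above 10%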;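 also: 0% = median of on-plate neutral control wells and 100% = ellipticine 6 µM median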
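Assay system: SV40-immortalized XiGFP fibroblast cells, line 68-5-11; buffer or medium: DMEM plus 5-aza-dC sensitizer; compound: one concentration, pinned; timing: compounds 3 days, fix/stain 15 min at room temperature; benchmarks: positive control ellipticine, 6 µM final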
DENV2 CPE rescue: inhibitors of DENV2 cytopathic effect, primary screen, cell-based, plate reader, single concentration | CPE inhibition, % at 9.99 µM | DENV2-infected cells, cytopathic effect rescue | AID 651640, 2012 | 1.7% of 350,000 active; in the data active = CPE inhibition above about 20%, passing the limit was not always enough; tested in BHK-21 cells;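 also: 0% = median of neutral control wells and 100% = median of positive control wells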
F508del corr: F508del CFTR correction, initial screen, CFBE line, single point | activity (quench increase), % at 7.58 µM | CFBE cells, YFP halide quenching; stimulated with forskolin plus potentiator P3; % fluorescence drop versus neutral controls | 0.36% of 350,000 active;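 active = mean added fluorescence quench of at least 8% versus neutral control, with both replicates also reaching 8%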;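 also: cells transiently co-express mutant CFTR-F508del with the halide-sensitive YFP; corrector assay measuring rescue of mutant channel to the surface after 24 h compound exposure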
EWS-Fli block: EWS/Fli-driven NR0B1 reporter inhibitors, primary screen, A673 cells, NR0B1 luciferase, luminescence, MLPCN library | AID 651661, 2012 | inhibition, % at 12.6 µM | viability-normalised | 0.67% of 350,000 active;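 active = mean inhibition of at least 50% after viability correction, with every replicate also passing that limit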;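 also: firefly luciferase signal divided by Alamar Blue viability fluorescence both relative to DMSO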
ARNT TACC3 PPI: disruptors of ARNT/TACC3 protein interaction, primary screen, biochemical, AlphaScreen, single concentration | inhibition, % at 9.99 µM | Transforming acidic coiled-coil-containing protein 3 (Homo sapiens), Q9Y6A5 | 0.66% of 390,000 active | AlphaScreen His-ARNT PAS-B/GST-TACC3 binding, luminescence; TACC3 fragment carries E629A point mutation;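 active = mean inhibition of replicates at least 50% and at least half of replicates each reaching 50%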;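 also: 0% = complete ARNT plus TACC3 wells and 100% = ARNT alone without TACC3; many hits fall short of the cut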
The depositor's hits bear a star; x = no result given; & = joins results of further samples. Not a hit list; overall some 4.2% were active at least once.

SMILES	PAX8 reporter	ERp5 block	GSIS activator	XiGFP reactiv	DENV2 CPE rescue	F508del corr	EWS-Fli block	ARNT TACC3 PPI
Cc1ccccc1C(=O)c1c[nH]c(C(=O)N=CN(C)C)c1	-4.3	3.8	8.7	0.4	4.4	3.6	-2.4	-12.9
COc1ccc(CCCNC(=O)C2CCC(=O)N(CCCN3CCCC3=O)C2)cc1 (configuration not stated)	6.4	2.7	21.1	0.0	2.2	2.5	x	-6.1
CCN(CC)C1CCN(C(=O)c2ccc(OC3CCN(CCc4ccccc4)CC3)cc2)C1 (configuration not stated)	x	0.9	12.6	1.1	-7.7	-1.1	7.8	1.5
CCC(=O)N(C)C[C@@H]1Oc2ncc(C#Cc3ccccc3OC)cc2C(=O)N([C@H](C)CO)C[C@H]1C	5.6	-1.9	-0.7	-0.3	-2.8	3.3	-8.5	-5.4
CCOCCCn1c(=S)[nH]c2cc(C(=O)NCCc3ccc(OC)c(OC)c3)ccc2c1=O	-11.7	-0.7	17.5	-0.1	-4.7	-0.4	x	15.3
COc1ccc(N(Cc2ccccc2)C(=O)OC(C)(C)C)c(C(=O)N(C)OC)c1	5.6	2.0	-2.0	0.1	0.9	5.0	3.2	-1.3
CCc1ccc2oc(C(=O)N3CCN(c4ccccc4OC)CC3)cc(=O)c2c1	20.0	1.2	-6.1	0.0	-4.1	1.4	55.6*	-3.0
CC(=O)NNC(=O)c1[nH]c2ccc(Br)cc2c1-c1ccccc1	-4.5	-1.2	-36.5	0.0	1.6	-0.5	16.3	-0.2
O=C(O)CCc1cccnc1	4.6	4.4	-1.4	0.1	0.2	-4.9	9.6	-24.4
CCOc1ccc(C(=O)N[C@H](C(=O)Nc2ccc(S(=O)(=O)Nc3nccs3)cc2)C(C)C)cc1	x	1.7	4.0	0.0	2.3	-1.3	1.6	x

Sorted by molar mass (lowest first): part of the list above
SMILES	PAX8 reporter	ERp5 block	GSIS activator	XiGFP reactiv	DENV2 CPE rescue	F508del corr	EWS-Fli block	ARNT TACC3 PPI
O=C(O)CCc1cccnc1	4.6	4.4	-1.4	0.1	0.2	-4.9	9.6	-24.4
Cc1ccccc1C(=O)c1c[nH]c(C(=O)N=CN(C)C)c1	-4.3	3.8	8.7	0.4	4.4	3.6	-2.4	-12.9
CC(=O)NNC(=O)c1[nH]c2ccc(Br)cc2c1-c1ccccc1	-4.5	-1.2	-36.5	0.0	1.6	-0.5	16.3	-0.2
CCc1ccc2oc(C(=O)N3CCN(c4ccccc4OC)CC3)cc(=O)c2c1	20.0	1.2	-6.1	0.0	-4.1	1.4	55.6*	-3.0
COc1ccc(N(Cc2ccccc2)C(=O)OC(C)(C)C)c(C(=O)N(C)OC)c1	5.6	2.0	-2.0	0.1	0.9	5.0	3.2	-1.3
COc1ccc(CCCNC(=O)C2CCC(=O)N(CCCN3CCCC3=O)C2)cc1 (configuration not stated)	6.4	2.7	21.1	0.0	2.2	2.5	x	-6.1
CCN(CC)C1CCN(C(=O)c2ccc(OC3CCN(CCc4ccccc4)CC3)cc2)C1 (configuration not stated)	x	0.9	12.6	1.1	-7.7	-1.1	7.8	1.5
CCOCCCn1c(=S)[nH]c2cc(C(=O)NCCc3ccc(OC)c(OC)c3)ccc2c1=O	-11.7	-0.7	17.5	-0.1	-4.7	-0.4	x	15.3
CCC(=O)N(C)C[C@@H]1Oc2ncc(C#Cc3ccccc3OC)cc2C(=O)N([C@H](C)CO)C[C@H]1C	5.6	-1.9	-0.7	-0.3	-2.8	3.3	-8.5	-5.4
CCOc1ccc(C(=O)N[C@H](C(=O)Nc2ccc(S(=O)(=O)Nc3nccs3)cc2)C(C)C)cc1	x	1.7	4.0	0.0	2.3	-1.3	1.6	x

(next part)
SMILES	PAX8 reporter	ERp5 block	GSIS activator	XiGFP reactiv	DENV2 CPE rescue	F508del corr	EWS-Fli block	ARNT TACC3 PPI
COC(=O)C[C@@H]1CC[C@@H]2[C@H](COC[C@@H](O)CN2CCC(F)(F)F)O1	4.7	x	10.5	0.2	3.1	-0.6	1.0	-0.2
COc1cccc(CNC(=O)c2cc3c(c(-c4cccc(-c5cccc(C#N)c5)c4)n2)[C@H](CCO)N(S(=O)C(C)(C)C)C3)c1 (some centres not stated)	28.0	2.8	0.8	0.2	0.9	3.5	22.5	x
CO[C@@H]1CN(C)C(=O)c2cc(NC(C)=O)ccc2OC[C@H](C)N(C(=O)C2CC2)C[C@@H]1C	x	0.1	-7.7	-0.2	2.4	3.1	2.6	-4.7
CC(C)C(=O)N1CCC2(CC1)Oc1ccc(Cl)cc1C(=O)C21CC(c2ccccc2)=NO1 (configuration not stated)	2.7	-2.2	5.6	-0.2	-6.0	-0.7	-1.4	1.7
COc1ccc(-c2ccc(-c3cc(=O)oc4cc(OC)c(OC)c(OC)c34)cc2)cc1	-7.4	5.3	-4.9	-0.1	-11.3	-0.2	-5.7	34.9
C[C@H]1CN([C@@H](C)CO)C(=O)Cc2cc(NS(=O)(=O)c3cn(C)cn3)ccc2O[C@@H]1CN(C)S(=O)(=O)c1ccccc1	13.0	1.2	17.4	-0.6	3.3	-0.9	-9.0	-12.4
O=C(NNC(=O)c1cccs1)c1ccc(S(=O)(=O)N2CCCCC2)cc1	4.1	-1.2	2.7	-0.2	-2.7	x	-10.2	-2.8
O=C(CCc1ccccc1)NCc1ccc(F)cc1	25.0	-0.3	-10.1	0.1	-5.2	-1.5	8.1	x
Cc1ccc(C(=O)Nc2ccc(S(=O)(=O)Nc3ncccn3)cc2)cc1[N+](=O)[O-]	3.2	-1.2	3.1	0.0	-2.6	-0.6	6.5	-1.0
Cc1cccc(C)c1NC(=S)Nc1ccc(F)cc1	0.2	6.7	0.1	0.0	17.9	-0.5	1.6	2.5
O=C(NCCc1ccccc1)C(=O)NCC1OCCN1S(=O)(=O)c1ccccc1 (configuration not stated)	-1.1	-7.2	10.8	-0.1	-7.1	2.1	3.3	-3.5
COc1ccccc1NC(=O)N1CCCCN2[C@H](CO)[C@@H](c3ccc(-c4ccccc4)cc3)[C@@H]2C1	16.5	-3.1	x	x	0.1	-1.4	3.9	15.9
O=C(COc1ccccc1Cl)Nc1ccc(S(=O)(=O)Nc2ccccn2)cc1	10.6	-1.5	7.8	0.0	5.3	-2.3	0.4	7.4
CCC1CCCCN1C(=O)CCCc1ccccc1 (configuration not stated)	-102.5	0.4	12.6	-0.1	-1.1	0.0	-43.3	-12.5
C=CCn1c2ccccc2c(=O)c2cc(C#Cc3ccccn3)ccc21	-195.9	-2.2	20.0	0.0	11.2	4.0	-123.6	-4.5
CCOC(=O)C1=C(C)N=c2s/c(=C\c3ccc(OC(C)=O)cc3)c(=O)n2C1/C=C/c1ccccc1 (configuration not stated)	-4.0	3.8	-5.9	-0.3	-2.6	x	-17.8	-6.2
O=C(C(=O)c1cc(Br)ccc1O)c1cc(Br)ccc1O	40.8	2.1	x	-0.1	4.4	1.4	18.9	-5.9
COc1ccccc1NC(=O)N1CCN(c2cc(-c3ccccc3)nc3ncnn23)CC1	x	3.1	-48.6	x	2.9	0.3	11.1	5.5
Cc1ccc(-c2cc(C(F)F)n3ncc(C(=O)N4CCCCC4c4cccnc4)c3n2)cc1 (configuration not stated)	34.1	0.6	x	-0.1	-1.5	-0.8	21.2	1.2
O=C(C[C@@H]1CC[C@@H]2[C@H](COC[C@H](O)CN2Cc2ccc(F)cc2)O1)NCc1ccncn1	-22.4	-2.6	-6.6	0.0	19.2	-0.5	-4.5	3.0
Cc1ccc(S(=O)(=O)N2CCOCC2)cc1NC(=O)COC(=O)C1CCC1	3.7	-2.0	5.5	-0.1	-14.6	-2.6	2.5	x
Cc1cc(C)cc(OCC(=O)Nc2cc(C)on2)c1	-7.8	-5.4	-0.6	0.0	-2.0	-2.1	6.9	-5.1
Cn1c(Cn2c(=O)sc3ccccc32)nnc1SCc1ccccc1	-0.4	-3.5	8.1	0.2	17.9	1.5	-2.4	x
O=C(CCCN1C(=O)/C(=C/c2ccccc2Cl)SC1=S)NNC(=O)c1cccnc1	15.0	2.2	-22.3	-0.1	3.5	-0.5	35.8	-1.2
Cc1ccc(S(=O)(=O)N2CCCC(C(=O)NC3CCCC3)C2)cc1Cl (configuration not stated)	0.8	0.4	-2.0	0.1	3.0	2.1	12.3	-0.1
COCC#Cc1cnc2c(c1)C(=O)N([C@@H](C)CO)C[C@@H](C)[C@@H](CN(C)C(=O)CCN1CCCCC1)O2	x	-2.6	25.6	-0.1	-11.5	-3.1	-4.3	3.3
Cc1c(Cl)cnc(NC(=O)COC(=O)CCC(=O)c2cccs2)c1Cl	-2.1	0.7	1.0	0.1	2.2	0.3	2.5	x
O=C(Nc1cn(-c2ccccc2)nc1-c1ccccc1)c1ccccc1	8.8	-0.6	3.8	0.0	-6.0	-0.8	-89.5	-7.2
CSCc1cc(C(=O)NC2CC2)c(N)s1	-17.2	-0.9	-20.5	0.3	-5.3	0.2	-5.6	x
Cc1ccc(-n2cc(C(=O)O)c(=O)cc2C)c(C)c1	-0.9	2.8	0.7	0.1	16.0	-1.2	3.7	x
CCCc1cc(=O)[nH]c(SCC(=O)NN(c2ccccc2)c2ccccc2)n1	-8.3	-2.3	6.3	2.1	-1.6	0.8	6.2	x
Cn1cnc(S(=O)(=O)N2[C@@H]3CNC[C@H]2C3c2ccc(/C=C/c3ccccc3)cc2)c1 (some centres not stated)	x	1.5&-0.9	-6.7&12.9	0.1&0.0	-2.1&15.4	1.0&-1.1	x	x
C[C@@H]1CN([C@H](C)CO)S(=O)(=O)c2ccc(-c3cccnc3)cc2O[C@H]1CN(C)Cc1cncnc1	x	-0.3	10.5	-1.3	-4.9	-0.1	5.1	2.5
CCCCCC(=O)N1C[C@@H](O)[C@H](n2cc(COC(=O)c3ccccc3)nn2)C[C@@H]1c1ccc(OC)cc1	-11.1	4.9	-22.3	-0.1	-4.9	-1.1	-5.4	x
O=C(c1cc(-c2ccccc2)on1)N1CCCc2ccccc21	-23.1	0.4	-10.5	0.3	2.5	x	-10.2	3.0
C[C@H]1CN([C@@H](C)CO)C(=O)c2ccccc2-c2ccccc2CO[C@@H]1CN(C)C(=O)Cc1ccccc1	-8.3	-1.1	3.9	-0.6	-0.1	4.9	7.4	-2.2
CC(C)C#Cc1ccc2c(c1)O[C@H](CN(C)C(=O)c1ccccc1)[C@@H](C)CN([C@@H](C)CO)S2(=O)=O	-13.5	2.1	-13.8	-0.9	-6.5	-4.4	10.3	7.9
CC(C)N1CCN(Cc2cc(F)ccc2-n2cccn2)CC1CCO (configuration not stated)	7.8	4.8	10.4	0.0	12.7	-3.0	11.4	-6.6
O=C(O)C1CC2C3CC(C(=O)O)C(C3)C2C1 (configuration not stated)	17.3	1.0	x	-0.1	2.0	-0.1	-9.5	x
COc1cc(Cl)c(NS(=O)(=O)c2c(C(=O)N3CCCC3)c(C)n(C)c2C)c(OC)c1	0.0	-8.7	12.3	0.1	3.1	-5.6	-2.3	3.7
COC(=O)c1ccc(CN2C(=O)[C@]3(OCCC=C[C@H]3C)c3ccccc32)cc1	2.7	1.4	-33.8	0.3	-2.3	2.0	-11.4	x
CC(NC(=O)COC(=O)COc1ccc(Cl)cc1)c1ccccc1 (configuration not stated)	x	-4.1	13.7	0.0	2.8	1.6	7.1	-13.2
